# Yp Topo-I inh = inhibitors of Yersinia pestis topoisomerase I. Y. pestis Topo-I cleavage product accumulation, plate reader. activity, % at 10 µM. 0.064% of 360,000 active. AID 504884; in the data active means activity above about 50%, passing the limit was not always enough; inconclusive means no clear call, values can overlap the other calls; further: inactives centre near 2
# Mtb BioA inh = BioA (M. tuberculosis) enzyme inhibition. purified M. tuberculosis BioA enzyme, plate reader. inhibition, % at 9.99 µM. 0.096% of 360,000 active; in the data active means inhibition above about 40%; inconclusive means no clear call, values can overlap the other calls
# Vc quorum ag = inducers of Vibrio cholerae quorum light production without autoinducers | V. cholerae BH1578 lux reporter, luminescence, 6 h | 0.16% of 350,000 active | activation, % at 18.7 µM | AID 588436; in the data active means activation mostly above about 9.7%, no sharp cut-off; inconclusive means no clear call, values can overlap the other calls; inactive means mostly below about 3.7%; further: not every result past the cut was called active; inactives centre near 0; reference of the scale not given here
# Mtb FBA inh = inhibits M. tuberculosis FBA enzyme | P9WQA3 | purified M. tuberculosis FBA, fluorescence read-out | inhibition, % at 1 µM | 2.3% of 360,000 active | AID 588726; in the data active means inhibition above about 27%;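 further: 0% = vehicle and 100% = reference inhibitor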
# Target sequence (P9WQA3 whole entry, looked up): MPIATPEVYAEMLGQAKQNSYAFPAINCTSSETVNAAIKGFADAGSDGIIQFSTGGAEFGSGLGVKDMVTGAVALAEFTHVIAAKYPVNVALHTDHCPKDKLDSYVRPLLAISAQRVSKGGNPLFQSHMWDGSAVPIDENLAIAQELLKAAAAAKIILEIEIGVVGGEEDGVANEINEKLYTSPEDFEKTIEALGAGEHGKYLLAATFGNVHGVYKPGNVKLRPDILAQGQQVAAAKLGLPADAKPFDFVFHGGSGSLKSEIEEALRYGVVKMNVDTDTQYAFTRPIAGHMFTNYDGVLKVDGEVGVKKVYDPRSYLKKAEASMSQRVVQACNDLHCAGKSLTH
# PfHsp40 yeast = compounds rescuing yeast from Plasmodium falciparum HSP40 toxicity; growth rescue, % at 12.5 µM; AID 504582; S. cerevisiae expressing PfHsp40, growth rescue, ATP luminescence; 0.68% of 340,000 active; in the data active means growth rescue above about 28%, passing the limit was not always enough; inconclusive means no clear call, values can overlap the other calls;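 further: yeast W303a lacking pdr1 and pdr3 grown in galactose medium; growth measured after three days at 30 °C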
# GDH-TPI counter = GDH-TPI coupled enzyme inhibition counter-screen. 1.2% of 360,000 active. inhibition, % at 4.8 µM. AID 588335. GDH-TPI coupled enzyme counterscreen, NADH absorbance; in the data active means inhibition above about 30%;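 further: 0% = DMSO wells and 100% = wells lacking the enzyme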
# FadD28 binding = blocks FadD28 binding to the bisubstrate probe | fluorescence polarization | inhibition, % at 12.5 µM | 0.22% of 360,000 active | AID 588549; in the data active means inhibition above about 8.5%, passing the limit was not always enough; inconclusive means no clear call, values can overlap the other calls
# TcdB GH inh = TcdB glycohydrolase inhibition | TcdB glycohydrolase enzymatic assay, plate reader | P18177 | AID 652162 | 0.24% of 350,000 active | inhibition, % at 9.99 µM; in the data active means inhibition above about 10%
# Mtb UGM inh = blocks M. tuberculosis UGM enzyme. purified UGM, fluorescence polarization probe displacement. AID 504406. 0.06% of 320,000 active. inhibition, % at 10 µM. P9WIQ1; in the data active means inhibition above about 10%, passing the limit was not always enough; inconclusive means no clear call, values can overlap the other calls
# Target sequence (P9WIQ1 whole entry, looked up): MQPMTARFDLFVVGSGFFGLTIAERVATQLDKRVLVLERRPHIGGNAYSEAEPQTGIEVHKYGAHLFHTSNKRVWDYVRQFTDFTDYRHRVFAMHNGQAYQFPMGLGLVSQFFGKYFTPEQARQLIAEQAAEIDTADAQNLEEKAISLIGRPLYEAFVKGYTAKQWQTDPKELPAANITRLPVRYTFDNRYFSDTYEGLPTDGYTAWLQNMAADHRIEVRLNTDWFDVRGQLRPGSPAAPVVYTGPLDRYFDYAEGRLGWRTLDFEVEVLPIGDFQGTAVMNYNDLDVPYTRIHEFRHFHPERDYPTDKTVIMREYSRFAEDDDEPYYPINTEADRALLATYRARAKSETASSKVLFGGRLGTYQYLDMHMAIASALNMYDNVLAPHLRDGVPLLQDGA
# * marks the source's active call; other numbers are inactive results; i = inactive; ? = inconclusive; . = no result given.
SMILES,Vc quorum ag,Mtb UGM inh,Yp Topo-I inh,PfHsp40 yeast,Mtb BioA inh,Mtb FBA inh,GDH-TPI counter,TcdB GH inh,FadD28 binding
CCOC(=O)NCc1ccc2c(c1)OCO2,i,0.6,8,-1.7,-2.1,2,1,.,-3.4
COc1ccc(N(CC(=O)Nc2nccs2)S(=O)(=O)c2c(C)nn(C)c2C)cc1,-0.4,-2.8,?,0.8,-0.2,4,3,1.8,-1.6
CC(C(=O)NC(=O)NC1CCCCC1)N1CCN(C(c2ccccc2)c2ccccc2)CC1 (stereo unspecified),i,-1.2,10,-0.3,0.1,0,16,.,-1.1
CN1CCN(C(=O)CSc2nnc(COc3ccc(Cl)cc3)o2)CC1,-0.2,1.6,7,-0.8,.,0,1,-0.5,.
O=S(=O)(c1ccc(SCCOc2ccccc2)nc1)N1CCCC1,1.1,2.0,37,3.2,-1.7,0,-8,1.4,-4.3
Cc1cnc(C(=O)OCC(=O)N(Cc2ccccc2)C(C)(C)C)cn1,-2.0,7.1,4,-0.7,0.1,1,-2,0.6,-1.1
COCCNC(=O)c1ccc2ccccc2n1,-1.9,0.3,0,0.1,1.4,-2,10,.,-1.3
NC(=O)c1cc2ccccc2oc1=NCc1ccccc1,-0.4,-1.3,27,-0.5,-1.1,3,7,.,-2.7
Cc1c(NC(=S)Nc2ccccc2)c(=O)n(-c2ccccc2)n1C,-0.2,-1.6,-2,0.0,.,2,-3,0.4,-4.1
O=C(Nc1ccc2nc(-c3ccco3)[nH]c2c1)c1ccco1,i,1.6,-10,0.7,5.3,1,28,.,-1.1
O=C(O)COc1ccc(NC(=O)c2ccc3c(c2)C(=O)N(C2CCCCC2)C3=O)cc1,-0.2,0.4,7,0.0,1.1,5,8,0.7,1.9
O=C(CSc1ncn[nH]1)c1cc2ccccc2o1,-0.9,-1.3,4,-0.6,.,-1,0,0.1,0.2
Cc1cn2c(=O)c(C(=O)N3CCN(c4ccccc4)CC3)cnc2s1,i,-1.1,-3,-0.5,1.7,5,16,-2.0,-0.6
COc1cc([N+](=O)[O-])cc(/C=N/NC(=O)c2cc(C)nc3ccccc23)c1O,-0.7,7.8,-4,32*,.,-6,12,0.4,2.4
COc1ccc(C2CC(c3cccs3)=NN2c2ccccc2)cc1 (stereo unspecified),i,0.4,-4,1.2,.,74*,6,0.5,-2.4
CCCCn1c(SCC(=O)Nc2cccc(C)n2)nnc1-c1ccco1,i,-0.3,17,-0.8,0.8,1,-14,.,-4.6
Cc1ccc(CN2CCN(/N=C\C=C\c3ccccc3)CC2)cc1,-0.5,-0.8,8,0.4,1.2,-8,1,0.2,-6.0
Cc1cc(Cl)ccc1C(O)c1ncc(-c2ccc(Cl)cc2)[nH]1 (stereo unspecified),i,.,-9,.,2.1,3,11,1.7,0.1
COc1ccc(S(=O)(=O)NC2CC2)cc1Cl,i,-1.2,2,0.1,-1.4,-1,-2,-0.9,-3.3
CCCCCC(=O)N1CC2(CC(c3cccc(NC(=O)[C@@H]4CCC(=O)N4)c3)=NO2)C[C@@H]1C(N)=O (stereo partly specified),-0.3,-2.2,1,-0.8,-1.5,3,-6,0.8,-0.5
Cc1ccc(NC(=O)N2CCc3ccccc32)cc1C,-0.3,0.9,2,3.6,.,-3,-7,6.3,-4.0
CCN1CCN(c2sc(S(C)(=O)=O)nc2S(=O)(=O)c2ccc(Cl)cc2)CC1,i,-0.3,-7,-1.2,-3.4,2,18,.,0.1
FC(F)Sc1ccc(NC(=S)NCc2ccccc2)cc1,-0.5,-0.4,-6,22,3.1,12,-1,1.4,?
Cc1cccc(C(=O)OCN2C(=O)c3ccccc3C2=O)c1[N+](=O)[O-],i,0.8,11,-0.2,-1.3,0,3,0.4,-1.0
COc1ccc(/C=N/NC(=O)CNc2c(Br)cc(C)cc2Br)c(C(=O)O)c1OC,1.1,-0.5,5,1.1,.,-1,3,.,-3.6
COc1ccc(C2C=C(C)Oc3c2c(=O)oc2ccccc32)cc1OC (stereo unspecified),i,.,11,.,.,1,-1,0.4,-3.9
Cc1ccc2nc(NNC(=O)c3ccc(S(=O)(=O)N4CCc5ccccc5C4)cc3)sc2c1,-0.3,0.1,12,9.2,-1.1,4,15,1.0,-2.4
CC12CCCCC1NS(=O)(=O)OC2 (stereo unspecified),i,-1.7,1,-1.3,-0.5,3,-8,.,-0.4
COc1ccc(C(=O)Nc2ccc(Nc3ccccc3)cc2)cc1Br,-0.7,-2.6,-14,1.0,.,-4,28,0.3,-0.5
N#CC1=C(N)Oc2c(O)cc3ccccc3c2C1c1ccsc1 (stereo unspecified),i,-0.5,-11,2.6,.,-1,1,2.7,-2.0
O=C(N/C(=C\c1cccc([N+](=O)[O-])c1)C(=O)N1CCOCC1)c1ccc([N+](=O)[O-])cc1,-0.6,2.5,-2,-0.4,1.9,0,11,1.3,-0.1
CC1(C)Cc2c(c(N3CCOCC3)nc3sc4c(NN)ncnc4c23)CS1,-3.2,-0.9,0,-0.7,-1.0,5,13,.,-0.7
Cc1cccc(-n2ncc3c(=O)[nH]c(SCC(=O)Nc4cc(C)on4)nc32)c1,i,2.5,-2,-1.6,.,0,3,2.6,-0.1
CCOc1ccc(-c2c(C(=O)N/N=C(\C)c3ccncc3)nnn2-c2nonc2N)cc1,-1.9,0.1,0,-0.3,-0.2,5,21,0.9,-0.6
COc1ccccc1CC1(C)NC(=O)N(CC(=O)N2CCc3ccccc3C2)C1=O (stereo unspecified),-0.4,-0.5,15,-0.9,-1.0,-4,9,.,-1.6
CCCCOP(=O)(CN1CCOCC1)OCCCC,.,-0.3,4,-0.4,1.4,1,-7,1.0,-3.0
O=C(c1ccco1)c1n[nH]nc1-c1ccccc1,.,3.7,-4,5.5,-1.2,0,9,0.5,1.0
CC1CCc2cc(F)ccc2N1C(=O)CCC(=O)O (stereo unspecified),i,3.7,-10,-1.0,-0.1,0,1,.,-2.1
CCOc1ccc(N2CC(C(=O)Oc3ccccc3)CC2=O)cc1 (stereo unspecified),-2.2,5.2,6,-0.3,-0.6,-1,7,.,-1.3
COc1ccc(/C=C(/NC(=O)c2ccccc2)C(=O)N2CCCC2)cc1OC,-0.4,-1.2,1,1.1,1.1,3,11,-0.3,0.1
CSc1ncc(C(=O)Nc2ccc(C)cc2C)c(C)n1,-0.4,0.4,-5,2.9,-2.1,1,-7,1.2,-1.3
Cc1ccc(S(=O)(=O)Nc2ccc(NC(=O)c3cccs3)cc2)cc1,0.2,-0.3,-13,1.1,.,4,8,3.7,-2.2
CCOc1ccc2nc(N(CCN(C)C)C(=O)c3ccc4c(c3)CCCC4)sc2c1,-0.4,3.0,17,-1.0,0.3,6,7,.,-2.3
O=C(C1CCCO1)N1CCN(c2ccccn2)CC1 (stereo unspecified),i,0.4,-6,0.3,-0.2,5,-1,1.0,-4.6
OCC1(CO)CCCC(CO)(CO)C1O,i,.,-6,-0.1,-2.7,1,-7,1.0,-2.9
FC(F)(F)c1ccc(Cl)c(NC2=NCCCCC2)c1,i,-0.6,0,0.1,-0.6,-1,-3,1.6,-2.7
COC(=O)[C@@H](NC(=O)NC1CCN(Cc2ccccc2)CC1)C(C)C,-0.6,1.1,3,-1.0,-2.2,0,3,.,0.7
CCOC(=O)c1cc(C#N)c(N2CCNCC2)nc1C(F)(F)F,3.6,-0.6,3,-0.2,.,10,2,0.7,-1.3
CCOC(=O)COc1c(/C=N\OC)cc(Cl)cc1OC,-0.2,-3.1,1,-0.8,.,0,7,-0.8,-0.4
O=C(COC(=O)CCN1C(=O)C2CC=CCC2C1=O)Nc1ccc([N+](=O)[O-])cc1 (stereo unspecified),0.6,2.3,2,-0.2,-1.8,0,9,-3.4,2.9

# Next section
SMILES,Vc quorum ag,Mtb UGM inh,Yp Topo-I inh,PfHsp40 yeast,Mtb BioA inh,Mtb FBA inh,GDH-TPI counter,TcdB GH inh,FadD28 binding
COc1cc(/C=N/NC(=O)c2cc(C34CC5CC(CC(C5)C3)C4)[nH]n2)ccc1O,-5.3,2.2,-2,0.8,.,-3,26,.,-0.4
COc1cccc(C(=O)N2C(C(=O)O)CSC2c2ccccc2Cl)c1 (stereo unspecified),0.1,-1.3,8,1.0,.,0,9,0.2,0.1
CS(=O)(=O)N1CCN(C(=O)CCc2ccccc2)CC1,0.8,-0.2,-13,0.6,-0.6,-1,-9,0.6,-3.3
COCCCNS(=O)(=O)c1ccc2c(c1)OCCO2,-3.1,0.8,1,-1.9,-0.8,-5,14,.,-1.6
Cc1ccccc1NS(=O)(=O)c1cc(C(=O)NCc2ccncc2)ccc1Cl,-0.3,0.6,-1,-0.1,-0.7,-1,2,-1.9,-2.5
CC(=O)OC[C@H]1O[C@@H](n2ncc(=O)[nH]c2=O)[C@H](OC(C)=O)[C@@H]1OC(C)=O,0.1,1.4,0,.,0.8,-1,-6,.,-3.0
O=C(COC(=O)c1ccccc1O)Nc1ccc(S(=O)(=O)N2CCCCC2)cc1,-5.2,1.1,11,2.3,-1.3,0,3,1.3,-0.1
Cc1nn(CCCC(=O)NCc2ccccc2Cl)c(=O)c2nccn12,i,0.0,1,0.3,-2.0,-3,2,1.5,-23
CCOC(=O)C1=C(C)OC(N)=C(C#N)C1c1ccc(C)s1 (stereo unspecified),-0.2,-0.7,3,1.6,.,3,-2,-1.7,-3.6
COc1ccc(-c2noc(COc3ccc(C)c(C)c3)n2)cc1OC,-0.4,0.3,-7,23,-0.5,-5,0,.,-3.0
CCN(C[C@H]1N[C@@](CC)(C(=O)OC)[C@H]2C(=O)N(Cc3ccccc3)C(=O)[C@@H]12)S(=O)(=O)c1ccc(-c2ccccc2)cc1,i,-0.5,0,0.0,-1.1,5,14,-0.3,-2.1
Cc1ccccc1S(=O)(=O)NC(=O)C1(C)CCN1C(=O)CCc1ccc(Cl)cc1Cl (stereo unspecified),-0.5,.,13,.,0.1,2,11,-2.5,0.5
COc1ccc(C(=O)N2CCCC(c3nc(-c4ccc(C)o4)no3)C2)cc1OC (stereo unspecified),-0.5,2.6,4,-0.5,-1.6,-1,-7,1.9,-4.8
CC(=O)Oc1oc(-c2ccccc2)nc1/C=N/c1ccccn1,i,-3.9,-1,-2.2,0.0,-1,5,-2.0,-1.8
O=C(CSc1ncnc2nc[nH]c12)N1CCN(c2ccc(Cl)cc2)CC1,-5.3,-1.8,6,0.9,3.5,-1,10,.,-1.3
C/C(=N\N=C1\NC(=O)CC(C(=O)O)S1)c1cccs1 (stereo unspecified),-2.8,-0.3,7,-0.2,-0.8,2,30,.,1.0
Cn1c(=O)c2cc(NC(=O)Nc3cccnc3)ccc2n1-c1ccc(C(C)(C)C)cc1,-0.4,.,16,.,0.2,31*,5,-1.1,-3.2
Cc1ccc(S(=O)(=O)NC(C)(C)CSc2nnc(N)s2)cc1,1.1,-1.2,-2,-1.5,-0.6,-5,-5,.,-3.2
CC(=O)Nc1ccc2c(c1)C(=Nc1ccc(C)cc1)c1ccccc1-2,-0.8,.,-5,0.9,0.5,1,-3,0.3,-0.2

# Reformatted field by field: entries from further up
> CC(=O)OC[C@H]1O[C@@H](n2ncc(=O)[nH]c2=O)[C@H](OC(C)=O)[C@@H]1OC(C)=O
  Vc quorum ag = 0.1 | Mtb UGM inh = 1.4 | Yp Topo-I inh = 0 | PfHsp40 yeast = . | Mtb BioA inh = 0.8 | Mtb FBA inh = -1 | GDH-TPI counter = -6 | TcdB GH inh = . | FadD28 binding = -3.0
> O=C(COC(=O)c1ccccc1O)Nc1ccc(S(=O)(=O)N2CCCCC2)cc1
  Vc quorum ag = -5.2 | Mtb UGM inh = 1.1 | Yp Topo-I inh = 11 | PfHsp40 yeast = 2.3 | Mtb BioA inh = -1.3 | Mtb FBA inh = 0 | GDH-TPI counter = 3 | TcdB GH inh = 1.3 | FadD28 binding = -0.1
> Cc1nn(CCCC(=O)NCc2ccccc2Cl)c(=O)c2nccn12
  Vc quorum ag = i | Mtb UGM inh = 0.0 | Yp Topo-I inh = 1 | PfHsp40 yeast = 0.3 | Mtb BioA inh = -2.0 | Mtb FBA inh = -3 | GDH-TPI counter = 2 | TcdB GH inh = 1.5 | FadD28 binding = -23
> CCOC(=O)C1=C(C)OC(N)=C(C#N)C1c1ccc(C)s1 (stereo unspecified)
  Vc quorum ag = -0.2 | Mtb UGM inh = -0.7 | Yp Topo-I inh = 3 | PfHsp40 yeast = 1.6 | Mtb BioA inh = . | Mtb FBA inh = 3 | GDH-TPI counter = -2 | TcdB GH inh = -1.7 | FadD28 binding = -3.6
